Screening results deposited in PubChem BioAssay by several laboratories.
HTRA1 inhibitor – HTRA1 serine protease inhibitors, primary screen, biochemical, fluorescence polarization, HTS | Q92743 | recombinant HTRA1, FP-rhodamine activity-based probe | inhibition, % at 5.96 µM | actives 0.5% (n = 340,000) | AID 504803, 2011; in the data active = inhibition above about 36%;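 note: 0% = enzyme with DMSO and 100% = wells lacking enzyme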
Target sequence (Q92743 whole entry, looked up): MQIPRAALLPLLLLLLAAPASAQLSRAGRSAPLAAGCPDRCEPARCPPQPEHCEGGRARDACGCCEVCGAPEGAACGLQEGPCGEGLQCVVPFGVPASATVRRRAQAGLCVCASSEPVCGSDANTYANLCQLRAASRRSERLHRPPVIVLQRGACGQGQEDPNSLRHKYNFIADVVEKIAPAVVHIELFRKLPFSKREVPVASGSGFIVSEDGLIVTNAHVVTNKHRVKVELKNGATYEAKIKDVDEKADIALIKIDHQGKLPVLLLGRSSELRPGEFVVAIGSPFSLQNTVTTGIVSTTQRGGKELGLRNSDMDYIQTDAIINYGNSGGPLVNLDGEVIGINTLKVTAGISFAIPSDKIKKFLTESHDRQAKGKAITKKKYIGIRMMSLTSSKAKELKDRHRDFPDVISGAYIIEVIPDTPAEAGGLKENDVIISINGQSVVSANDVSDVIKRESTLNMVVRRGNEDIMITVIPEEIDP
rCAG binder – binders of r(CAG) RNA repeats, primary screen, biochemical, fluorescence. inhibition, % at 3 µM. actives 1.3% (n = 370,000). AID 651821, 2012. r(CAG) RNA repeat, TO-PRO-1 dye displacement fluorescence;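 active = inhibition above the plate cutoff, the mean of all test compounds on that plate plus 3 SD, cut at about 35% in these data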;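 note: 0% = DMSO alone and 100% = 100 µM mitoxantrone as full dye displacement; higher means more dye released from RNA so lower well fluorescence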
MBD2 DNA inh – inhibitors of MBD2 binding to methylated DNA, primary screen, biochemical, TR-FRET, DNA-binding domain, human. Methyl-CpG-binding domain protein 2 (Homo sapiens), Q9UBB5. MBD2 binding to methylated oligonucleotide. inhibition, % at 4.4 µM. actives 0.31% (n = 370,000); in the data active = inhibition above about 13%
ABHD4 inh – ABHD4 inhibitors, primary screen, biochemical, fluorescence polarization, mouse; (Lyso)-N-acylphosphatidylethanolamine lipase (Mus musculus), Q8VD66; purified mABHD4, FP-Rh probe fluorescence polarization; inhibition, % at 8.92 µM; actives 0.54% (n = 370,000); AID 720543, 2013;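 active = inhibition exceeding the mean over every tested compound plus 3 SD, cut at about 30% in these data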;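 note: 0% = plate median of compound wells and 100% = S159A mutant with DMSO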
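Assay system: mouse ABHD4 enzyme, wild type / Also added: fluorescent activity-based probe FP-Rh / Doses: single nominal dose of 8.92 µM, 0.89% DMSO final / Timing: 45 min compound pre-incubation plus 60 min probe step, 25 °C / Signal: FP readout, ex 525 nm / em 598 nm / Control set: S159A mutant/DMSO as 100%, compound-well median as 0%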
PRMT1 FP inh – PRMT1 methyltransferase inhibitors, primary screen, biochemical, fluorescence polarization. Protein arginine N-methyltransferase 1 (Homo sapiens), Q99873. recombinant PRMT1, activity-based probe fluorescence polarization. inhibition, % at 2.79 µM. actives 1.3% (n = 370,000). AID 652257, 2013;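 active = inhibition above about 21% made by adding two undisclosed values, limit read from the data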
Target sequence (Q99873 whole entry, looked up): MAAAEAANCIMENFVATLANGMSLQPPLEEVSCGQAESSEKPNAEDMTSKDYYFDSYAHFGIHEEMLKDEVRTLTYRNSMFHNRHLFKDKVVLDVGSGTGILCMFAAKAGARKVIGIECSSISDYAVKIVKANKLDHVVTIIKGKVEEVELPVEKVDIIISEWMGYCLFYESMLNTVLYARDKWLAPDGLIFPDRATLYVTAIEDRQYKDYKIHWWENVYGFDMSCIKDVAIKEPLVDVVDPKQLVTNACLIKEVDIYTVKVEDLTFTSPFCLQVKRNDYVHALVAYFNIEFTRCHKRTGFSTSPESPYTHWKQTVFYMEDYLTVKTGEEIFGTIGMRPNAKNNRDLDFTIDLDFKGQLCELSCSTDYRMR
SIAE primary – human SIAE inhibitors, primary screen, biochemical, fluorescence polarization, FP-Rh probe, 1536-well HTS; Sialate O-acetylesterase (Homo sapiens), Q9HAT2; SIAE FP-Rh probe binding; inhibition, % at 9.66 µM; actives 0.69% (n = 370,000); AID 1053197, 2014;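 active = inhibition above a cutoff: mean of compounds within the control limits plus 3 SD of those, cut at about 17% in these data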;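 note: 0% = plate median of compound wells and 100% = probe without SIAE protein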
TDP2 absorb – human TDP2 enzyme inhibitors, primary screen, biochemical, epi absorbance, recombinant enzyme; T5PNP hydrolysis, p-nitrophenol absorbance 415 nm; inhibition, % at 12.8 µM; actives 0.34% (n = 370,000); AID 720702, 2013;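 active = inhibition above the mean of all tested compounds plus 3 SD, set per campaign, cut at about 25% in these data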;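 note: 0% = DMSO with enzyme and 100% = buffer with substrate but no TDP2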
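Evaluation: % inhibition relative to enzyme-containing and enzyme-free wells. Material: recombinant human TDP2. Benchmarks: enzyme-free and DMSO wells. Timing: enzyme reaction with compound for 2 h at 37 °C. Compound dosing: 12.8 µM only. Measured by: p-Nitrophenol epi absorbance. Reagent: T5PNP substrate at 5 mM, a TopII-DNA adduct mimic. Replication: single well per compound.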
TCR CD3 inh – inhibitors of human TCR-CD3 interaction, primary screen, biochemical, fluorescence, TAMRA-labeled TCR probe. T-cell receptor (TCR). inhibition, % at 9.4 µM. actives 0.37% (n = 360,000). AID 651800, 2012; in the data active = inhibition above about 19%;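 note: recombinant mutant TCR 2C K166C tagged with TAMRA read by polarization; 0% = receptor in buffer alone and 100% = receptor with positive control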
GC-B act – human GC-B receptor activators, primary screen, HEK293 GC-B cells, cGMP TR-FRET, EC30 CNP; Atrial natriuretic peptide receptor 2 (Homo sapiens), P20594; 0% at EC30 CNP, 100% saturating CNP; activation, % at 10 µM; actives 0.11% (n = 370,000); AID 1920062, 2024;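 active = activation at 10 µM reaching about 35% in either raw or pattern-adjusted values, limit read from the data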
LEDGF integ inh – blockers of LEDGF/p75-dependent integrase strand transfer – biochemical, TR-FRET, high throughput, primary screen | TR-FRET IN-LEDGF/p75 DNA integration, Eu/Cy5 | HIV-1 integrase (with human LEDGF/p75) | actives 0.64% (n = 370,000) | inhibition, % at 3.7 µM;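 active = inhibition above the screen-wide mean plus 3 SD, cut at about 13% in these data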;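 note: signal is the Cy5 over europium emission ratio at 671 and 618 nm; 0% = plate median of compound wells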
* hit, by the source's call. The list is partial; count on the stated rates, not on these rows.

What do the screens show for `O=C1CCN(Cc2ccccc2)CCN1[C@H](CSc1ccccc1)c1ccccc1`?
HTRA1 inhibitor: -8.9; rCAG binder: -5.4; MBD2 DNA inh: -4.5; ABHD4 inh: -3.7; PRMT1 FP inh: 3.2; SIAE primary: 9.0; TDP2 absorb: -4.8; TCR CD3 inh: 1.9; GC-B act: 2.4; LEDGF integ inh: -0.6

How did COc1ccc(/C=N/NC(=S)NC2CCS(=O)(=O)C2)cc1 (stereo unspecified) do in these assays?
HTRA1 inhibitor: -3.3; rCAG binder: 0.0; MBD2 DNA inh: 0.8; ABHD4 inh: -0.7; PRMT1 FP inh: -0.6; SIAE primary: 5.3; TDP2 absorb: 4.4; TCR CD3 inh: 3.1; GC-B act: 0.2; LEDGF integ inh: 0.8

Results for CCC(=O)c1ccc(OCC(=O)Nc2nn3cnnc3s2)cc1 ?
HTRA1 inhibitor: -1.1; rCAG binder: 7.8; MBD2 DNA inh: -1.8; ABHD4 inh: 3.0; PRMT1 FP inh: 1.4; SIAE primary: -0.5; TDP2 absorb: 10.2; TCR CD3 inh: 1.7; GC-B act: 0.9; LEDGF integ inh: 5.4

Results for Cc1cc(=O)oc2c(C)c(OCC(=O)NCCCN3CCOCC3)ccc12 ?
HTRA1 inhibitor: 2.1; rCAG binder: -2.4; MBD2 DNA inh: -1.8; ABHD4 inh: -2.0; PRMT1 FP inh: 0.5; SIAE primary: 0.3; TDP2 absorb: 6.5; TCR CD3 inh: -1.6; GC-B act: 1.3; LEDGF integ inh: 2.7

What do the screens show for `Cc1cccc(-c2cc3nc4c(c(N5CCC6(CC5)OCCO6)n3n2)CCCC4)c1`?
HTRA1 inhibitor: -6.2; rCAG binder: 1.6; MBD2 DNA inh: -3.6; ABHD4 inh: -0.2; PRMT1 FP inh: 3.1; SIAE primary: -1.8; TDP2 absorb: 2.5; TCR CD3 inh: 4.5; GC-B act: -0.1; LEDGF integ inh: -0.9

Results for CCOC(=O)[C@H]1Nc2ccc(Cl)cc2[C@@H]2[C@H]1C1CC(c3ccccc31)N2C(=O)OCc1ccccc1 (stereo partly specified) ?
rCAG binder: 8.6; MBD2 DNA inh: 4.1; ABHD4 inh: 46.2*; PRMT1 FP inh: 1.0; SIAE primary: -0.1; TDP2 absorb: 1.7; TCR CD3 inh: -5.9; GC-B act: 1.0; LEDGF integ inh: -5.0

How did CS(=O)(=O)/C(C#N)=C/c1cccn1S(=O)(=O)c1ccccc1 do in these assays?
HTRA1 inhibitor: 2.1; rCAG binder: -3.4; MBD2 DNA inh: 4.2; ABHD4 inh: 3.8; PRMT1 FP inh: -0.1; SIAE primary: 0.7; TDP2 absorb: 3.5; TCR CD3 inh: -5.6; GC-B act: 0.7; LEDGF integ inh: -2.1

What do the screens show for `CCOC(=O)c1ccc(NC(=O)CCNc2c(N3CCCC3)c(=O)c2=O)cc1`?
HTRA1 inhibitor: 6.0; rCAG binder: -2.2; MBD2 DNA inh: -0.3; ABHD4 inh: 3.0; PRMT1 FP inh: -0.5; SIAE primary: 9.1; TDP2 absorb: -2.2; TCR CD3 inh: -3.0; GC-B act: 1.8; LEDGF integ inh: 0.3

Results for O=C(NNC(=O)[C@H]1CC=CC[C@H]1C(=O)O)c1ccc(Cl)cc1Cl ?
HTRA1 inhibitor: 3.8; rCAG binder: -1.5; MBD2 DNA inh: -5.8; ABHD4 inh: 1.3; PRMT1 FP inh: -6.7; SIAE primary: 6.8; TDP2 absorb: 7.3; TCR CD3 inh: -0.2; GC-B act: 0.9; LEDGF integ inh: 1.0

Results for COc1ccc(NC(=O)c2c(C)nn(Cc3ccccc3)c2C)cc1S(=O)(=O)N(C)C ?
HTRA1 inhibitor: 5.0; rCAG binder: -6.0; MBD2 DNA inh: -2.9; ABHD4 inh: -1.8; PRMT1 FP inh: 2.3; SIAE primary: -1.9; TDP2 absorb: -8.4; TCR CD3 inh: -0.7; GC-B act: 2.9; LEDGF integ inh: 1.7

Results for Cc1nccn1-c1cc(C(C)(C)C)nc2c(-c3ccccc3)cnn12 ?
HTRA1 inhibitor: -3.2; rCAG binder: -4.9; MBD2 DNA inh: -0.2; ABHD4 inh: -1.8; PRMT1 FP inh: -0.4; SIAE primary: -2.6; TDP2 absorb: 5.0; TCR CD3 inh: 2.4; GC-B act: 0.0; LEDGF integ inh: 0.6

Results for CC(=O)c1ccc(NC(=O)C2CCCN2S(=O)(=O)c2cccs2)cc1 (stereo unspecified) ?
HTRA1 inhibitor: -4.0; rCAG binder: 1.2; MBD2 DNA inh: -1.7; ABHD4 inh: 5.3; PRMT1 FP inh: 3.7; SIAE primary: 7.2; TDP2 absorb: 0.3; TCR CD3 inh: -2.8; GC-B act: -1.1; LEDGF integ inh: -2.0

Results for O=C(NCCN1CCOCC1)c1cccc2c1C(=O)c1ccc(N3CCCC3)cc1S2(=O)=O ?
HTRA1 inhibitor: -23.3; rCAG binder: -43.3; MBD2 DNA inh: -15.4; ABHD4 inh: -33.9; PRMT1 FP inh: 8.3; SIAE primary: -18.8; TDP2 absorb: 1.1; TCR CD3 inh: -2.5; GC-B act: 4.6; LEDGF integ inh: 1.3

Results for CC(C)CN1CN2CCc3ccccc3C2CS1(=O)=O (stereo unspecified) ?
rCAG binder: -0.1; MBD2 DNA inh: 1.1; ABHD4 inh: 4.9; PRMT1 FP inh: -4.6; SIAE primary: 0.7; TDP2 absorb: 4.8; GC-B act: 7.7; LEDGF integ inh: -2.2

What do the screens show for `Cc1noc2ncnc(Oc3ccc(Cl)cc3Cl)c12`?
HTRA1 inhibitor: -1.2; rCAG binder: -4.1; MBD2 DNA inh: -2.7; ABHD4 inh: 0.8; PRMT1 FP inh: 0.5; SIAE primary: 6.7; TDP2 absorb: -0.8; TCR CD3 inh: -11.9; GC-B act: -1.2; LEDGF integ inh: 0.7

2 compounds drawn at random from the list so far:
Results for Cc1nccn1-c1cc(C(C)(C)C)nc2c(-c3ccccc3)cnn12 ?
HTRA1 inhibitor: -3.2; rCAG binder: -4.9; MBD2 DNA inh: -0.2; ABHD4 inh: -1.8; PRMT1 FP inh: -0.4; SIAE primary: -2.6; TDP2 absorb: 5.0; TCR CD3 inh: 2.4; GC-B act: 0.0; LEDGF integ inh: 0.6

What do the screens show for `Cc1noc2ncnc(Oc3ccc(Cl)cc3Cl)c12`?
HTRA1 inhibitor: -1.2; rCAG binder: -4.1; MBD2 DNA inh: -2.7; ABHD4 inh: 0.8; PRMT1 FP inh: 0.5; SIAE primary: 6.7; TDP2 absorb: -0.8; TCR CD3 inh: -11.9; GC-B act: -1.2; LEDGF integ inh: 0.7

(list continues)
Results for Fc1ccc(-n2nnc(-c3cccnc3)n2)cc1 ?
HTRA1 inhibitor: -6.1; rCAG binder: 0.8; MBD2 DNA inh: -0.2; ABHD4 inh: -8.9; PRMT1 FP inh: -0.1; SIAE primary: 4.6; TDP2 absorb: -7.2; TCR CD3 inh: -0.9; GC-B act: -1.1; LEDGF integ inh: 0.7

What do the screens show for `CCOC(=O)C1=C(C(=O)OCC)C2N(Cc3ccc(C(F)(F)F)cc3)c3ccccc3[C@@]23C[C@@H](C(=O)OC)N(S(=O)(=O)c2ccccc2C)C3=N1` (stereo partly specified)?
rCAG binder: 11.7; MBD2 DNA inh: -0.7; ABHD4 inh: -4.3; PRMT1 FP inh: -7.6; SIAE primary: -7.3; TDP2 absorb: -11.2; TCR CD3 inh: 1.2; GC-B act: 10.4; LEDGF integ inh: 7.1

How did COc1cccc2c1C(=O)CC1C2CCC2CC(=O)CCC21C (stereo unspecified) do in these assays?
HTRA1 inhibitor: 0.1; rCAG binder: -5.1; MBD2 DNA inh: -1.3; ABHD4 inh: 3.3; PRMT1 FP inh: 2.9; SIAE primary: -3.7; TDP2 absorb: -12.2; TCR CD3 inh: -4.0; GC-B act: 2.0; LEDGF integ inh: -4.4

Results for COc1ccc(C(=O)Nc2ccc(NC(=O)CSc3nnc(-c4ccncc4)n3C)cc2)cc1 ?
HTRA1 inhibitor: 8.4; rCAG binder: 1.7; MBD2 DNA inh: -2.8; ABHD4 inh: 4.2; PRMT1 FP inh: 3.7; SIAE primary: -1.6; TDP2 absorb: -3.1; TCR CD3 inh: -3.1; GC-B act: -4.3; LEDGF integ inh: 1.4

What do the screens show for `COc1ccc2nc(NC(=O)CSc3nnc(N)s3)sc2c1`?
HTRA1 inhibitor: -2.3; rCAG binder: 1.3; MBD2 DNA inh: 1.3; ABHD4 inh: 6.0; PRMT1 FP inh: 0.5; SIAE primary: -1.1; TDP2 absorb: 7.3; TCR CD3 inh: -3.7; GC-B act: -8.1; LEDGF integ inh: -0.6

Results for CCOc1ccccc1C(=O)Nc1nnc(CC)s1 ?
HTRA1 inhibitor: -0.9; rCAG binder: -0.7; MBD2 DNA inh: 3.6; ABHD4 inh: -3.0; PRMT1 FP inh: 6.1; SIAE primary: -5.5; TDP2 absorb: 5.6; TCR CD3 inh: -1.5; GC-B act: -3.6; LEDGF integ inh: -3.8

What do the screens show for `Cc1ccc(CN2C3CCCC2CC(NC(=O)c2ccc(C)cc2)C3)cc1` (stereo unspecified)?
HTRA1 inhibitor: -1.3; rCAG binder: -1.1; MBD2 DNA inh: 0.2; ABHD4 inh: 1.3; PRMT1 FP inh: 1.0; SIAE primary: -3.1; TDP2 absorb: -8.6; TCR CD3 inh: -1.5; GC-B act: -0.2; LEDGF integ inh: -6.2

What do the screens show for `Cc1ccccc1Nc1nc(N)nc(CSc2nc3ccccc3c(=O)n2C)n1`?
HTRA1 inhibitor: -6.5; rCAG binder: 1.4; MBD2 DNA inh: 6.4; ABHD4 inh: -1.4; PRMT1 FP inh: -2.0; SIAE primary: -1.4; TDP2 absorb: -5.5; TCR CD3 inh: 0.4; GC-B act: 1.6; LEDGF integ inh: 7.3

How did OC1CCN(C(=S)Nc2ccc(Nc3ccccc3)cc2)CC1 do in these assays?
HTRA1 inhibitor: 13.5; rCAG binder: 1.2; MBD2 DNA inh: 3.4; ABHD4 inh: 6.3; PRMT1 FP inh: 2.7; SIAE primary: 10.8; TDP2 absorb: 4.0; TCR CD3 inh: 10.6; GC-B act: -2.5; LEDGF integ inh: -1.0
